14-3-3g Raf: alters human 14-3-3 gamma binding to Raf peptide | P61981 | FP, 14-3-3gamma / TMR-pS259-Raf peptide binding | inhibition, % at 40 µM | actives 0.19% (n = 160,000); in the data active = inhibition above about 30%;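 also: 0% = protein plus tracer without compound and 100% = blank with tracer alone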
Target sequence (P61981 whole entry, looked up): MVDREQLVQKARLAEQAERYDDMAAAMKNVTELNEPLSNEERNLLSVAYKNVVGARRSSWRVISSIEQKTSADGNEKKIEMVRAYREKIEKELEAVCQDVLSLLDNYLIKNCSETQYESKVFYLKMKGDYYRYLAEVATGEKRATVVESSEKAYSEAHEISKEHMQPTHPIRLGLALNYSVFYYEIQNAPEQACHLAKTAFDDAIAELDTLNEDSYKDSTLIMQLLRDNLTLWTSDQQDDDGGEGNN
* marks the source's active call; other numbers are inactive results; & = joins results of further samples. An excerpt; rates above refer to the full screens.

`CCOc1ccccc1Nc1nc(-c2cc3cc(OC)ccc3oc2=O)cs1` gave 14-3-3g Raf 0.6.
Screening O=C(CSc1ccccc1C(=O)O)NCc1ccco1 returned 14-3-3g Raf -0.8.
C/C(Cl)=C\Cn1c(N2CCCC2)nc2c1c(=O)[nH]c(=O)n2C was read as 14-3-3g Raf 3.6.
`COc1cc(C(=O)Nc2ccc(N3C(=O)c4ccc(Cl)cc4C3=O)c(C)c2)cc(OC)c1OC` gave 14-3-3g Raf 0.1.
For CCN(Cc1ccncc1)C(=O)c1cccs1 the results were 14-3-3g Raf -2.7.
COC(=O)c1ccc(C(=O)OC)c(NS(=O)(=O)c2ccc([N+](=O)[O-])cc2)c1 was read as 14-3-3g Raf -1.9.
`CCOc1ccc(-n2nc(C(=O)Nc3ccc(C(C)C)cc3)c3ccccc3c2=O)cc1` gave 14-3-3g Raf 5.6.
Screening CNC(=O)c1ccccc1NC(=O)c1c(O)c2c([nH]c1=O)CCCC2 returned 14-3-3g Raf 3.4.
For O=C(NCCc1ccccc1)C1CC(=O)N(Cc2ccc3c(c2)OCO3)C(=Nc2cccc(C(F)(F)F)c2)S1 (stereo unspecified) the results were 14-3-3g Raf 1.8.
Screening c1cc(CSc2nc3ccccc3o2)nc(CSc2nc3ccccc3o2)c1 returned 14-3-3g Raf -36.0.
COc1ccc(NC(=O)CSc2nc3ccccc3nc2Cc2ccccc2OC)cc1Cl was read as 14-3-3g Raf -22.4.
`O=C(O)c1oc2ccccc2c1CN1CCN(c2ccccc2)CC1` gave 14-3-3g Raf -0.9.
`CCOC(=O)C1CCCN(c2ncnc3c2cnn3-c2cccc(C)c2)C1` (stereo unspecified) gave 14-3-3g Raf -3.8.
`O=C(CSc1nc(C2CCCCC2)n(-c2ccccc2)n1)NCCN1C(=O)CSC1=O` gave 14-3-3g Raf -5.1.
`Cc1cccc(-n2ccnc2SCC(=O)NC2CCCC2)c1` gave 14-3-3g Raf 1.9.
Screening NS(=O)(=O)c1ccc(Nc2nc(-c3ccccc3)cs2)cc1 returned 14-3-3g Raf -12.5.
`CCOC(=O)CNC(=O)CNC(=O)Cn1cnc2sc(C)c(C)c2c1=O` gave 14-3-3g Raf 4.0.
`Cc1nn(C(=O)COc2ccccc2[N+](=O)[O-])c(C)c1Sc1ccc(Cl)cc1` gave 14-3-3g Raf -1.8.
Screening CC1CC(C)CN(C(=O)CCNC(=O)Cn2cnc3ccccc3c2=O)C1 (stereo unspecified) returned 14-3-3g Raf -3.3.
For CCN(CC)C(=O)c1c(NC(=O)c2ccccc2F)sc2c1CCC(C)C2 (stereo unspecified) the results were 14-3-3g Raf 1.7.
O=C(CSc1nc2ccccc2[nH]1)Nc1ccc(Cl)c(C(=O)O)c1 was read as 14-3-3g Raf -6.5.
CCOc1ccccc1-n1c(SCC(N)=O)nnc1-c1ccco1 was read as 14-3-3g Raf -0.5.
Cc1ccc(-n2cc(-c3ccc(Br)cc3)[nH]c2=O)cc1Cl was read as 14-3-3g Raf -7.3.
`CCCN1CCN(C(=O)C2CCC(CNS(=O)(=O)c3ccc(C)cc3)CC2)CC1` (stereo unspecified) gave 14-3-3g Raf 8.6.

Of the compounds above, four have an NH in an aromatic ring.
C/C(Cl)=C\Cn1c(N2CCCC2)nc2c1c(=O)[nH]c(=O)n2C was read as 14-3-3g Raf 3.6.
Screening CNC(=O)c1ccccc1NC(=O)c1c(O)c2c([nH]c1=O)CCCC2 returned 14-3-3g Raf 3.4.
O=C(CSc1nc2ccccc2[nH]1)Nc1ccc(Cl)c(C(=O)O)c1 was read as 14-3-3g Raf -6.5.
Cc1ccc(-n2cc(-c3ccc(Br)cc3)[nH]c2=O)cc1Cl was read as 14-3-3g Raf -7.3.

Later entries
`CCOc1ccc(C(=O)N2CCN(c3ccc([N+](=O)[O-])cc3Cl)CC2)cc1` gave 14-3-3g Raf -5.7.
`Cc1ccc(N2C(=O)c3cccc4c(N(C)C)ccc(c34)C2=O)cc1` gave 14-3-3g Raf -6.9.
`CCOc1ccc(C2C(N3C(=O)c4ccc([N+](=O)[O-])cc4C3=O)C(=O)N2c2ccc(OC)cc2)cc1` (stereo unspecified) gave 14-3-3g Raf -8.1.
For O=c1c2cccc3cccc(c32)c2nc3ccccc3n12 the results were 14-3-3g Raf -22.5.
COc1ccc(NC(=O)c2cc3ccccc3cc2OC)c([N+](=O)[O-])c1 was read as 14-3-3g Raf 0.7.
For CCCCNC(=O)C1CC(=O)N(CCc2ccc(C)cc2)C1 (stereo unspecified) the results were 14-3-3g Raf -1.5.
Screening COc1ccc(-n2c(Cn3c(=O)sc4ccccc43)nnc2SCC(N)=O)cc1 returned 14-3-3g Raf 5.9.
For CC(C(=O)N1CCCC1)C1Sc2ccccc2N(Cc2ccc(F)cc2)C1=O (stereo unspecified) the results were 14-3-3g Raf -24.8.
For Cc1cc(C)nc(/N=C(\N)Nc2ccc(C)c(C)c2)n1 the results were 14-3-3g Raf -15.5.
Screening COc1ccc(CCn2nnnc2C(c2ccc(C)cc2)N2CCN(C)CC2)cc1OC (stereo unspecified) returned 14-3-3g Raf 4.0.
`CNc1nc2c(C)cccn2c(=O)c1C=NCCO` gave 14-3-3g Raf -7.1.
For O=C(Nc1ccc2c(c1)OCCO2)c1ccc(N2CC3CC(C2)c2cccc(=O)n2C3)c(NC(=O)c2cccs2)c1 (stereo unspecified) the results were 14-3-3g Raf -8.3.

Molecules above with a furan ring, fused or not:
Screening O=C(CSc1ccccc1C(=O)O)NCc1ccco1 returned 14-3-3g Raf -0.8.
`O=C(O)c1oc2ccccc2c1CN1CCN(c2ccccc2)CC1` gave 14-3-3g Raf -0.9.
CCOc1ccccc1-n1c(SCC(N)=O)nnc1-c1ccco1 was read as 14-3-3g Raf -0.5.

Returning to the listing with the 4 entries that preceded the break.
For Cc1cc(C)nc(/N=C(\N)Nc2ccc(C)c(C)c2)n1 the results were 14-3-3g Raf -15.5.
Screening COc1ccc(CCn2nnnc2C(c2ccc(C)cc2)N2CCN(C)CC2)cc1OC (stereo unspecified) returned 14-3-3g Raf 4.0.
`CNc1nc2c(C)cccn2c(=O)c1C=NCCO` gave 14-3-3g Raf -7.1.
For O=C(Nc1ccc2c(c1)OCCO2)c1ccc(N2CC3CC(C2)c2cccc(=O)n2C3)c(NC(=O)c2cccs2)c1 (stereo unspecified) the results were 14-3-3g Raf -8.3.
`CCOC(=O)c1cnc2ccc(C(=O)OC)cc2c1Nc1ccc2c(c1)OCCO2` gave 14-3-3g Raf -1.0.
COc1ccc(-c2[nH]nc3oc(=O)c(CCO)c(C)c23)cc1 was read as 14-3-3g Raf 2.5.
Screening Cc1c(C(=O)Nc2ccc(-n3cnnn3)cc2)oc2ccccc12 returned 14-3-3g Raf -0.4.
CCOc1cc(C2C3=C(CCCC3=O)N(C)C3=C2C(=O)CCC3)cc(Cl)c1O was read as 14-3-3g Raf -0.7&4.4.
For CS(=O)(=O)Nc1ccccc1Oc1ccccc1 the results were 14-3-3g Raf 3.2.
For O=C1OC(C(=O)Nc2ccc(Cl)cc2)Cc2ccccc21 (stereo unspecified) the results were 14-3-3g Raf -5.2.
`COc1ccc(OC)c(S(=O)(=O)Nc2ccc([N+](=O)[O-])cc2)c1` gave 14-3-3g Raf -3.3.
CC1(C)CC(=O)C2=C(C1)c1c(ccc3ncccc13)NC2c1ccc([N+](=O)[O-])cc1 (stereo unspecified) was read as 14-3-3g Raf 0.9.
`COC(=O)c1sc(=S)n(-c2ccc(C(C)C)cc2)c1N` gave 14-3-3g Raf -3.2.
CCn1c(SCC(C)=O)nc2c1c(=O)[nH]c(=O)n2C was read as 14-3-3g Raf -2.8.
CCC(=O)N1CCN(c2cc(N3CCCCC3)c(F)cc2[N+](=O)[O-])CC1 was read as 14-3-3g Raf -2.1.
COc1ccc(C2C(C(=O)OCCOc3ccccc3)=C(C)NC3=C2C(=O)CC(c2ccc(Cl)cc2)C3)cc1 (stereo unspecified) was read as 14-3-3g Raf 5.4.
Screening CC(C)C1CC(CCNCc2ccccc2F)(c2ccccc2)CCO1 (stereo unspecified) returned 14-3-3g Raf 1.3.
CCOC(=O)c1c(NC(=O)C2CCCCC2)sc(C(=O)NC2CCCC2)c1C was read as 14-3-3g Raf -6.7.
`COc1ccccc1Nc1nc(C)cs1` gave 14-3-3g Raf -4.9&-13.1.
For c1ccc(N2CCN(C3CCN(Cc4ccco4)CC3)CC2)cc1 the results were 14-3-3g Raf -7.3.
`COc1cc2c(cc1OC)CN(C(=O)C1Cc3ccccc3CN1S(=O)(=O)c1ccc(F)cc1)CC2` (stereo unspecified) gave 14-3-3g Raf -0.7.
`CC(=O)Nc1sc2c(c1C#N)CCCCC2` gave 14-3-3g Raf -1.3.
`Clc1c(CSc2nc3ccccc3o2)nc2sccn12` gave 14-3-3g Raf -0.2.
For Cc1ccc(Nc2nc(N)nc(CSc3nccn3C)n2)cc1 the results were 14-3-3g Raf 4.8.
Screening COc1cc(C(=O)Nc2cccc(C(=O)Nc3cccc4ccccc34)c2)cc(OC)c1OC returned 14-3-3g Raf -22.6.
`Cc1cc(C(=O)N2N=C(C3CC3)CC2(O)C(F)F)cs1` (stereo unspecified) gave 14-3-3g Raf -1.5.
For COc1ccc(OCc2nnc(SC(C)C(=O)Nc3nccs3)n2-c2ccccc2)cc1 (stereo unspecified) the results were 14-3-3g Raf -0.9.
Screening COc1cccc(N2C(=O)Nc3ccc(Br)cc3C2(O)C(=O)NC2CCCCCCC2)c1 (stereo unspecified) returned 14-3-3g Raf 5.1.
Screening O=C(C1CC(=O)N(c2ccccc2)C1)N(Cc1ccccc1)Cc1ccccc1 (stereo unspecified) returned 14-3-3g Raf 1.0.
For CCCc1nnc(NC(=O)C2CCCO2)s1 (stereo unspecified) the results were 14-3-3g Raf -0.8.
Screening COc1ccccc1C1NC(=O)NC(C)=C1C(=O)Nc1ccc(C)cc1C (stereo unspecified) returned 14-3-3g Raf -9.1.
For CC(C)c1ccc(C(=O)CC2(O)C(=O)N(Cc3ccccc3)c3ccccc32)cc1 (stereo unspecified) the results were 14-3-3g Raf 1.5.
`CC(C)CC1=NN(C(=O)c2cccc(O)c2)C(O)(C(F)(F)F)C1` (stereo unspecified) gave 14-3-3g Raf 2.5.
Screening CC(C)NC(=O)c1ccc2c(=O)n(CCCN3CCCC3=O)c(=S)[nH]c2c1 returned 14-3-3g Raf -2.8.
For C=C(C)Cn1c(SCCC)nc2c(c1=O)C1(CCCC1)Cc1ccccc1-2 the results were 14-3-3g Raf 5.3.
CCOC(=O)c1cc(CC)sc1NC(=O)CCN1CCCCC1 was read as 14-3-3g Raf -3.7.
Screening COc1ccc(CCNC(=O)Cn2cnc3c(cnn3-c3ccccc3Cl)c2=O)cc1OC returned 14-3-3g Raf -1.3.
`COCCNC(=O)C1c2ccccc2C(=O)N(C)C1c1cn(C)c2ccccc12` (stereo unspecified) gave 14-3-3g Raf -6.5.
`CCOC(=O)c1[nH]c2cc3c(cc2c1NC(=O)CN1CCC(C)CC1)OCO3` gave 14-3-3g Raf 4.7.
For C=C(Br)CSc1nc2sc3c(c2c(=O)n1-c1ccccc1)CCC3 the results were 14-3-3g Raf -15.9.
Screening Cc1cc(C)nc(SC2CCCCC2O)n1 (stereo unspecified) returned 14-3-3g Raf -4.7.
CC1CCCN(c2cc(NCCCO)c([N+](=O)[O-])c3nonc23)C1 (stereo unspecified) was read as 14-3-3g Raf -7.1.
NC(=O)CSc1nc2c(c(=O)n1-c1ccc([N+](=O)[O-])cc1)SCC2 was read as 14-3-3g Raf -9.2.
Screening Cc1nnc(Sc2cc(C(=O)NCCCN3CCOCC3)c3ccccc3n2)s1 returned 14-3-3g Raf -5.5.
Screening O=C(COC(=O)COc1ccccc1)Nc1ccccc1OC(F)F returned 14-3-3g Raf 0.2.
`COc1ccc(CNc2nc(SCc3cc(=O)n4cc(Cl)ccc4n3)nc3ccccc23)cc1` gave 14-3-3g Raf -17.9.
Screening CCOC(=O)CSc1nc2c([nH]c3ccccc32)c(=O)n1-c1ccc(OC)cc1 returned 14-3-3g Raf -6.6.
O=C(c1ccc([N+](=O)[O-])cc1)N(c1ccccn1)c1ccccn1 was read as 14-3-3g Raf -0.4.
For CCC(=O)Nc1cccc(-c2nc3ccccc3o2)c1 the results were 14-3-3g Raf -1.2.
COc1cc(C2/C(=C(/O)c3ccc(F)cc3)C(=O)C(=O)N2CCCC(=O)O)ccc1O (stereo unspecified) was read as 14-3-3g Raf -2.5.
Cc1ccccc1CSc1nc2n(n1)C(c1cccs1)C1=C(CCCC1=O)N2 (stereo unspecified) was read as 14-3-3g Raf -4.8.
Screening CCC1=Nc2cc(C(=O)NCCCOC(C)C)ccc2Sc2ccc(C)cc21 returned 14-3-3g Raf -17.3.
COC(=O)C(NC(=O)c1ccco1)(Nc1ccc(Br)cn1)C(F)(F)F (stereo unspecified) was read as 14-3-3g Raf 9.4.
Cc1ccc(Cn2nnc3c(=O)[nH]c(C4CCN(C(=O)Cc5cccs5)CC4)nc32)cc1 was read as 14-3-3g Raf -5.2.
CC(=O)Oc1c(C)cc(O)c2ccccc12 was read as 14-3-3g Raf 3.5.
For CCOC(=O)c1ccc(NC(=O)C2=C(C)Nc3nc(CCCO)nn3C2c2ccc(OC)cc2)cc1 (stereo unspecified) the results were 14-3-3g Raf -3.6.
Screening CCOC(=O)c1cc2c(=O)n3cccc(C)c3nc2n(CCN2CCOCC2)c1=N returned 14-3-3g Raf -10.1.
Cc1ccc(S(=O)(=O)Cn2nnnc2C(C)N2CCN(C(=O)c3ccco3)CC2)cc1 (stereo unspecified) was read as 14-3-3g Raf -0.1.
Screening Cc1[nH]c(=O)[nH]c(=O)c1CSCC(=O)OCC(=O)Nc1ccccn1 returned 14-3-3g Raf -1.6.
COC(=O)c1ccccc1NC(=O)c1coc(=O)c2ccccc12 was read as 14-3-3g Raf -7.5.
O=C(O)c1ccccc1C(=O)N1CCN(c2ccccc2)CC1 was read as 14-3-3g Raf -3.4.
`COc1cccc2c1nc(C)c1cc(C)oc12` gave 14-3-3g Raf -2.4.
Screening CCCCCC(=O)Oc1cccc(N2C(=O)C3C4CCC(C4)C3C2=O)c1 (stereo unspecified) returned 14-3-3g Raf -3.9.
For Cn1c(=O)c(=O)n(C)c2cc(S(=O)(=O)Nc3ccccc3F)ccc21 the results were 14-3-3g Raf -3.9.
O=C(CN(Cc1ccccc1)S(=O)(=O)c1ccc(F)cc1)NCc1cccnc1 was read as 14-3-3g Raf -92.5.

Compound activity: PubChem BioAssay, Emory University Molecular Libraries Screening Center
